From PubChem
BaF3 parental: parental Ba/F3 cell viability inhibition, counter-screen for JAK2V617F inhibitor project, murine pro-B, CellTiter-Glo luminescence; CellTiter-Glo ATP luminescence; inhibition, % at 5.6 µM; actives 1.1% (n = 220,000);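 active = inhibition above a per-campaign cutoff, the mean inhibition of all tested compounds plus 3 SD, cut at about 27% in these data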;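 also: 0% = DMSO wells and 100% = JAK Inhibitor I control wells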
CHOP inh: inhibitors of CHOP promoter induction, primary screen, cell-based, unfolded protein response, luciferase reporter. CHO-K1 CHOP-promoter luciferase, tunicamycin-induced, 15-18 h. inhibition, % at 10 µM. actives 3.8% (n = 220,000);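 active = compounds that reduced the stress-induced luciferase reporter signal by more than about 70% of percent inhibition, limit read from the data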;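 also: 0% = tunicamycin plus vehicle and 100% = wells without tunicamycin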
p47phox inh: p47phox/p22phox peptide binding inhibitors, primary screen, biochemical, uHTS, NADPH oxidase regulatory subunit. Neutrophil cytosol factor 1 (Homo sapiens), P14598. fluorescence polarization, 2 h. inhibition, % at 24.7 µM. actives 0.53% (n = 220,000);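 active = inhibition above about 30%, limit read from the data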;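 also: 0% = p47phox with labelled peptide and 100% = labelled peptide alone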
S1P4 antag: S1P4 receptor antagonists, primary screen, cell-based | Sphingosine 1-phosphate receptor 4 (Homo sapiens), O95977 | actives 0.26% (n = 220,000) | S1P4-expressing cells, antagonist mode, reporter read-out | AID 1510, 2009 | inhibition, % at 4.98 µM; in the data active = inhibition above about 29%;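 also: 0% = wells stimulated with agonist and 100% = vehicle wells without agonist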
Target sequence (O95977 whole entry, looked up): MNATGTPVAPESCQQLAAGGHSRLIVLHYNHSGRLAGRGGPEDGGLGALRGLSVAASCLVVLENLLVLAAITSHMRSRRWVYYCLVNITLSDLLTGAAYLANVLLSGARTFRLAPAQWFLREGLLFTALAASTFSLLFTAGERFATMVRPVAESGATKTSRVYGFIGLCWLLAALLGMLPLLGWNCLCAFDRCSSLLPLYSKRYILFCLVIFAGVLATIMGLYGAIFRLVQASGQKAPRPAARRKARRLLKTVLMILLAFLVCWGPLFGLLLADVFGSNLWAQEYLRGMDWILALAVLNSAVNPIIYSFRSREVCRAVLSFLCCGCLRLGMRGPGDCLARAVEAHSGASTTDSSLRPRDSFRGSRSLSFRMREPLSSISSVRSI
NPY-Y2 PAM-ag: NPY-Y2 potentiators or agonists, primary screen, cell-based. activation, % at 3.6 µM. actives 0.45% (n = 220,000). cells expressing NPY-Y2, potentiator/agonist read-out; in the data active = activation above about 27%;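 also: cells stimulated with NPY near EC25 plus isoproterenol at EC100; 0% = vehicle plus submaximal agonist and 100% = vehicle plus saturating agonist; some results beyond the cut were filed as inactive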
Target sequence (P49146 whole entry, looked up): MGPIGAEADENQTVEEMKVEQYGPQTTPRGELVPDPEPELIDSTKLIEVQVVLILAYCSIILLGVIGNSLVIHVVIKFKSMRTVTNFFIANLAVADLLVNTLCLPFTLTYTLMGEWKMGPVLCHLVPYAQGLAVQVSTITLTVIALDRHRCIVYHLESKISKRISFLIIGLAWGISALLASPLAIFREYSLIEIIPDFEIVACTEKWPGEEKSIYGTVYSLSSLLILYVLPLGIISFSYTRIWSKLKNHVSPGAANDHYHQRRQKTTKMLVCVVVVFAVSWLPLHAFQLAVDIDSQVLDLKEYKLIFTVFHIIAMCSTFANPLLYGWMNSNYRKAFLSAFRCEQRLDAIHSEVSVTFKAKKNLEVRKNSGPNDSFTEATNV
NPY Y1 blocker: NPY-Y1 receptor antagonists, primary screen, cell-based | Neuropeptide Y receptor type 1 (Homo sapiens), P25929 | HEK293-CNG Y1 cells, membrane potential fluorescence; NPY at EC95, then isoproterenol | inhibition, % at 3.6 µM | actives 1% (n = 200,000) | AID 1040, 2008;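 active = inhibition above the campaign mean inhibition of all tested compounds plus 3 SD, cut at about 20% in these data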;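 also: 0% = DMSO wells given NPY plus isoproterenol and 100% = isoproterenol alone without NPY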
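Benchmarks – high control isoproterenol alone, low control NPY with isoproterenol · Material – HEK293 Y1/CNG channel cell line · Times – dye 3 h, compound 60 min room temperature, stimulation 45 min · Probe or stimulus – NPY (25 nM), isoproterenol (1 µM), Ro 20-1724 (25 µM) · Evaluation – % inhibition of NPY effect · Signal – fluorescence, membrane potential probe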
NPY-Y1 PAM-ag: NPY-Y1 receptor potentiators or agonists, primary screen, cell-based; Neuropeptide Y receptor type 1 (Homo sapiens), P25929; NPY-Y1 expressing cells, potentiator/agonist activation; activation, % at 3.6 µM; actives 0.37% (n = 220,000); in the data active = activation above about 33%, passing the limit was not always enough;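 also: cells stimulated with NPY at EC10 then isoproterenol at EC100; 0% = low agonist plus stimulus and 100% = saturating agonist plus stimulus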
Ba/F3 V617F tox: reduced viability of JAK2V617F-dependent Ba/F3 cells, primary screen, JAK2V617F inhibitor project, cell-based, Ba/F3 EpoR-JAK2V617F, luminescence | AID 1446, 2008 | inhibition, % at 5.6 µM | ATP luminescence | actives 1.1% (n = 220,000);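 active = inhibition above the campaign mean plus 3 SD over all tested compounds, cut at about 24% in these data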;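 also: cytokine-independent growth of Ba/F3 cells driven by EpoR plus mutant JAK2; 0% = DMSO-treated cells and 100% = JAK inhibitor I control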
S1P4 agonist: S1P4 receptor agonists, primary screen, cell-based. activation, % at 4.98 µM. actives 0.35% (n = 220,000). S1P4-expressing cell line, agonist reporter assay. AID 1509, 2009. Sphingosine 1-phosphate receptor 4 (Homo sapiens), O95977; in the data active = activation above about 11%;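 also: 0% = DMSO vehicle and 100% = reference agonist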
Active calls of the source: *; / = no result given.

SMILES | BaF3 parental | CHOP inh | p47phox inh | S1P4 antag | NPY-Y2 PAM-ag | NPY Y1 blocker | NPY-Y1 PAM-ag | Ba/F3 V617F tox | S1P4 agonist
N#Cc1c(-c2ccco2)ccn(Cc2ccc(F)cc2)c1=O | 4 | 41 | -3 | -9 | -5 | 2 | 10 | -2 | 1.1
COC(=O)c1cc(NC(=O)Nc2cc(OC)ccc2OC)cc(C(=O)OC)c1 | 6 | 78* | -25 | -18 | -1 | 0 | 7 | 3 | 6.3
CCOc1ccc(NC(=O)C(=O)NCCCn2ccnc2)cc1 | 6 | 1 | -5 | 8 | -12 | -2 | -6 | -1 | 0.8
Fc1cccc(NCc2cn3ccccc3n2)c1 | 7 | 11 | 9 | 3 | 15 | 2 | -4 | 1 | -0.5
c1cncc(CN=C2Nc3ccccc3CS2)c1 | -1 | 42 | 7 | -10 | 0 | -3 | 8 | -2 | 1.6
CCOc1ccc(NC(=S)NCC(c2cccnc2)N2CCOCC2)cc1 (stereo not given) | 1 | 20 | 4 | -7 | -2 | -4 | -9 | 2 | -1.2
CC(=O)c1cccc(NC(=O)N2CCc3ccccc3C2)c1 | 2 | -11 | -10 | 12 | 0 | 4 | -18 | 1 | 0.5
COc1ccc(C)cc1NC(=O)C(Sc1nnc(Nc2ccccc2F)s1)c1ccccc1 (stereo not given) | 4 | 37 | -31 | -18 | -12 | 2 | -28 | -1 | -1.4
C/C(CCN1CCCCc2nc(C)c(C)cc21)=N\O[C@@H](C)CN1CCCCc2nc(C)c(C)cc21 | 6 | 22 | -10 | 11 | -5 | 6 | -43 | -1 | 0.9
CC(C(=O)NCCCc1ccccc1)c1ccc([N+](=O)[O-])cc1 (stereo not given) | 7 | 14 | -7 | -4 | 1 | 14 | -13 | -1 | 1.4
COc1cc(CN/C(C)=C(\C#N)C(N)=O)cc(OC)c1OC | 4 | 30 | -17 | -1 | 6 | 0 | 0 | 0 | -0.2
CCC(=O)Nc1cccc(C(=O)/C=C/c2cccs2)c1 | 12 | -58 | -10 | 10 | -32 | 3 | -1 | 6 | -2.0
CCNc1nc(N)c(C(=O)C23CC4CC(CC(C4)C2)C3)s1 | -2 | -6 | 1 | -4 | -1 | / | 11 | 0 | 0.1
CCC(=O)Nc1ccccc1C(=O)OCC(=O)c1ccccc1 | -5 | -29 | -7 | -2 | 8 | -2 | 6 | -4 | -1.0
CC(C)n1nnnc1SCC(=O)NCc1ccco1 | 7 | 33 | -7 | -2 | 4 | 4 | 1 | 2 | 0.3
O=C(C1CCC1)N1CCc2cc(S(=O)(=O)N3CCc4ccccc4C3)ccc21 | 2 | / | / | -10 | -5 | -4 | -19 | -2 | 0.1
COc1ccc2c(c1)C(c1ccc([N+](=O)[O-])cc1)=NNC(c1ccco1)=N2 | 1 | -21 | -12 | 16 | -5 | 3 | 5 | 0 | 0.8
COc1ccccc1C(=O)n1nc(-c2ccco2)nc1N | 5 | 17 | -6 | -44 | 5 | 4 | 10 | 2 | 0.8
O=C(/C=C/c1ccccc1)NC(NC(=S)Nc1ccc(C(=O)O)cc1)C(Cl)(Cl)Cl (stereo not given) | 6 | 43 | -18 | -2 | 11 | 1 | -30 | -3 | -1.7
CCOC(=O)C1CCN(Cc2cn[nH]c2-c2ccccc2)CC1 | 3 | 6 | -2 | -8 | 7 | 2 | 0 | 0 | -1.4
CC(C)NC(=O)c1cc(C(=O)c2cc(Cl)ccc2O)coc1=N | 11 | 15 | -64 | -41 | 8 | -3 | -6 | 5 | 0.8
O=C(Cn1nc(C(=O)O)c2ccccc2c1=O)Nc1ccc2c(c1)C(=O)c1ccccc1C2=O | 1 | -8 | -10 | -16 | -6 | / | 10 | -4 | -0.3
CC1CCCC(C)N1C(=O)Cn1c(SCC(=O)Nc2ccc3c(c2)OCO3)nc2ccccc21 (stereo not given) | 4 | 15 | -5 | -25 | -1 | 1 | 10 | 2 | 1.6
CC[C@H](C)C(C(=O)N1CCN(C(=O)OC(C)(C)C)CC1)n1cc(C(CO)NC(=O)OC(C)(C)C)nn1 (stereo not given in full) | -1 | 15 | -3 | -10 | 2 | -4 | 3 | -4 | 0.0
CCCc1cc(=O)[nH]c(SCCOc2ccc(OCC)cc2)n1 | 3 | 62 | -12 | -8 | -13 | 16 | -22 | 0 | 1.1

As a working copy, two of the compounds above.
SMILES | BaF3 parental | CHOP inh | p47phox inh | S1P4 antag | NPY-Y2 PAM-ag | NPY Y1 blocker | NPY-Y1 PAM-ag | Ba/F3 V617F tox | S1P4 agonist
CC[C@H](C)C(C(=O)N1CCN(C(=O)OC(C)(C)C)CC1)n1cc(C(CO)NC(=O)OC(C)(C)C)nn1 (stereo not given in full) | -1 | 15 | -3 | -10 | 2 | -4 | 3 | -4 | 0.0
CCCc1cc(=O)[nH]c(SCCOc2ccc(OCC)cc2)n1 | 3 | 62 | -12 | -8 | -13 | 16 | -22 | 0 | 1.1

Next compounds follow:
SMILES | BaF3 parental | CHOP inh | p47phox inh | S1P4 antag | NPY-Y2 PAM-ag | NPY Y1 blocker | NPY-Y1 PAM-ag | Ba/F3 V617F tox | S1P4 agonist
Cc1c(Br)cc(C(=O)OC2CCN(C)CC2)c(C)c1C | 3 | 13 | -20 | -34 | -38 | 5 | -60 | 3 | 3.0
COc1cccc(NC(=O)CS(=O)(=O)c2cn(CC(=O)N3CCOCC3)c3ccccc23)c1 | 2 | -9 | 7 | -8 | -5 | 14 | -12 | 1 | -0.2
Cc1nc(N2N=C3/C(=C/c4ccc(F)cc4)CCCC3C2c2ccc(F)cc2)sc1C(=O)N(C)C (stereo not given) | 1 | 40 | -22 | 0 | -2 | 5 | -11 | -4 | 0.1
CCN1C(=O)/C(=C2\C=Cc3ccccc3N2CC)SC1=S | 7 | 53 | 15 | -14 | 28 | -11 | 32 | -2 | -0.4
CSc1ccccc1NC(=O)Nc1ccccc1Cl | -2 | 13 | -5 | 4 | -1 | / | 19 | -6 | 1.7
Cc1cc(-c2[nH]nc3c2C(c2cccc(O)c2)C(C#N)=C(N)O3)c(C)s1 (stereo not given) | 2 | 8 | -16 | 16 | -4 | -3 | 5 | -3 | -0.8
OC(CNC1CCCC1)COc1c(F)cc(Br)cc1F (stereo not given) | 4 | -22 | -1 | 6 | 0 | 4 | 12 | -4 | -1.0
O=C(CSc1nnc(NC(=O)c2ccc3c(c2)OCO3)s1)NCc1ccco1 | 2 | 15 | -11 | 11 | -18 | 7 | -1 | 0 | 0.8
COc1ccc(CCNS(=O)(=O)c2ccc(N3CCCC3=O)cc2)cc1 | 3 | -6 | -13 | -13 | -20 | 12 | -29 | -3 | 2.3
Cn1c(=O)c(C(=O)CN2CCc3ccccc32)c(N)n(Cc2ccccc2)c1=O | 7 | 47 | -8 | -11 | 9 | 6 | 4 | 1 | 0.6
COc1ccccc1NC(=S)N(Cc1ccc(C)cc1)Cc1ccccn1 | 6 | -8 | -1 | -16 | 5 | 4 | 4 | 6 | 0.5
C=CCN(CC=C)Cc1ccc(C(=O)OC)o1 | 1 | 2 | -2 | 1 | -1 | 3 | -10 | 2 | 0.5
COc1ccc(N/N=C(/C(C)=O)N2CCCc3ccccc32)cc1 | 1 | 5 | 0 | 10 | -9 | / | -3 | 4 | -0.7
COc1ccc(-c2noc(-c3ccccc3C(=O)NCC3CCCO3)n2)cc1 (stereo not given) | 3 | 8 | -14 | 2 | -3 | / | 20 | 1 | 0.0
O=C(CCCCCN1C(=O)CCC1=O)Nc1ccc2c(c1)OCCO2 | 6 | 2 | -14 | -19 | -2 | 7 | 3 | 3 | 5.6
CCOC(=O)c1sc2nc(C)c3c(c2c1N)CC(C)(C)OC3 | 4 | 31 | 6 | -6 | 20 | 0 | 0 | -2 | -0.3
CC(=O)Nc1cccc(-c2nnc(SCC(=O)N3CCCCC3)n2C)c1 | 2 | 0 | -5 | -16 | 1 | -1 | -2 | 2 | 2.3
Cc1ccccc1Nc1nnc(SCC(=O)NC(=O)Nc2ccc3c(c2)OCCO3)s1 | 5 | 65 | -84 | -23 | 4 | -1 | -14 | 2 | 0.5
COc1ccc(CNC(=O)c2cc3c(=O)[nH]c4ccccc4c3n2C)cc1 | 8 | 22 | -22 | -5 | 11 | 6 | -17 | 3 | 2.7
CCn1c(COc2ccc(Cl)cc2)nnc1SCc1nc2ccccc2[nH]1 | 0 | 30 | -5 | -18 | -4 | -5 | -9 | 2 | 0.4
CNC(=S)Nc1ccc(OC)c(OC)c1 | 3 | 6 | -8 | -4 | -14 | -3 | -8 | 4 | -0.8
Cc1cc(C(=O)N/N=C/c2cc(Cl)cc([N+](=O)[O-])c2O)n[nH]1 | 0 | 18 | -14 | 2 | -15 | / | 7 | -4 | -1.1
COc1ccc(N(CC(=O)NC2CCCC2)C(=O)CCC(=O)Nc2cc(C)on2)c(OC)c1 | 8 | -26 | -5 | 14 | 2 | 0 | -7 | 0 | -0.1
O=c1[nH]c2ccccc2nc1-c1cccs1 | 3 | / | / | -3 | -7 | -4 | -12 | -4 | 7.3
O=C(COc1ccc2ccccc2c1)Nc1nc2ccccc2[nH]1 | -1 | 78* | -18 | -10 | 5 | 4 | -23 | -2 | 0.5

(continued)
SMILES | BaF3 parental | CHOP inh | p47phox inh | S1P4 antag | NPY-Y2 PAM-ag | NPY Y1 blocker | NPY-Y1 PAM-ag | Ba/F3 V617F tox | S1P4 agonist
FC(F)(F)c1ccc(N2CCN(c3ncnc4c3nnn4Cc3ccccc3)CC2)nc1 | 2 | 91* | -10 | -10 | 11 | 2 | -13 | 3 | 1.1
O=C(NCc1ccc2c(c1)OCO2)C1CCN(c2ccc(S(=O)(=O)N3CCCC3)cc2)CC1 | 11 | 20 | -69 | -11 | 1 | 7 | 10 | 5 | 0.5
O=C(N/N=C/c1cc2cc3c(cc2nc1Cl)OCO3)c1ccncc1 | -4 | -14 | -11 | 2 | 1 | / | 1 | 2 | -1.6
CCN(CC)C(=O)CN1C(=O)NC2(CCc3ccccc3C2)C1=O (stereo not given) | 2 | 3 | -8 | -4 | 3 | -3 | -8 | 1 | 0.2
O=c1cc(O)nc(-c2ccccc2)s1 | 7 | 13 | 21 | 6 | 9 | 5 | 19 | 1 | 1.3
CCn1c(/C=C/N(C)c2ccccc2)[n+](CC)c2ccc(Cl)cc21 | 65* | 31 | -5 | 0 | -3 | 26* | -25 | 87* | -0.3
COc1cc(/C=C/C(=O)OCC(=O)Nc2ccc(S(N)(=O)=O)cc2)ccc1O | 2 | -4 | -33 | 1 | 5 | / | 1 | -2 | -0.4
O=C(NC(=S)Nn1cnnc1)c1ccccc1Cl | 2 | -13 | -3 | -10 | 0 | 2 | 10 | 4 | -3.8
CC(=O)Nc1ccc(C(=O)NC(CC(=O)O)c2ccc(Cl)cc2)cc1 (stereo not given) | 2 | 16 | 4 | -13 | -2 | 3 | -5 | -3 | -1.4
Cc1c(C(=O)NCC2CCCO2)sc2nc(-c3ccccc3)cn12 (stereo not given) | 26 | 25 | 1 | 25 | -20 | 2 | -2 | 21 | -2.6
CCOC(=O)/C(C#N)=C1\Nc2ccccc2N=C1N(CC(C)C)CC(C)C | 3 | 77* | -7 | 19 | -6 | 10 | 4 | -3 | -1.1
